MT1-MMP act inh: MT1-MMP (human) activation inhibition; HT1080 RFP-PRO-GFP cells, GFP/RFP ratio fluorescence, overnight; percent of plate control window, DMSO zero; GFP/RFP ratio change, % at 20 µM; 360,000 compounds, 0.061% hits;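 active means GFP/RFP ratio change of at least 30% with cell ATP level not reduced by more than half and red fluorescence within 50% of control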; further: strong numbers were not always called active
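Material – HT1080 RFP-PRO-GFP cells · Control set – DMSO wells and RFP-L50D-GFP cells · Incubation – overnight cell settling, then overnight compound exposure, 37 °C, 5% CO2 · Compound dosing – single-point 20 µM compound, 1% DMSO · Read-out – GFP/RFP fluorescence ratio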
FAS-TE inh: blocks the thioesterase domain of human fatty acid synthase | inhibition, % at 15 µM | 360,000 compounds, 0.67% hits | AID 602261 | recombinant FAS-TE, OMFH fluorogenic substrate, fluorescence endpoint | P49327;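 active means compounds whose normalised, plate-corrected inhibition of enzyme fluorescence in the single-dose primary screen is 50% or more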;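 further: 0% = DMSO with enzyme and 100% = substrate without enzyme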
SKN-1 inh: inhibitors of C. elegans SKN-1; C. elegans VP596 Pgst-4::GFP/RFP ratio, acrylamide-induced, 24 h; inhibition, % at 21.8 µM; 360,000 compounds, 0.49% hits; AID 624304;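 active means interference check ratio from 0.5 to 1.5 plus GFP to RFP signal ratio inhibition reaching or exceeding a fixed threshold, cut at about 30% in these data, passing the limit was not always enough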; further: some compounds called inactive have numbers as strong as hits
MsrA inhibitor: inhibits bovine methionine sulfoxide reductase A | inhibition, % at 15.5 µM | 360,000 compounds, 0.75% hits | purified bovine MsrA, absorbance read-out; in the data active means inhibition above about 4.5%;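 further: 0% = vehicle wells with enzyme and 100% = reference inhibitor wells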
CendR NRP1 mod: alters CendR peptide binding to human NRP-1. O14786. FAM-RPARPAR peptide binding to NRP-1, fluorescence polarization. inhibition, % at 25 µM. 360,000 compounds, 0.85% hits. AID 602438;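 active means inhibition or corrected inhibition above about 18%, plus a signal ratio from 0.5 to 1.5, limit read from the data, passing the limit was not always enough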; further: strong numbers were not always called active
Target sequence (O14786 whole entry, looked up): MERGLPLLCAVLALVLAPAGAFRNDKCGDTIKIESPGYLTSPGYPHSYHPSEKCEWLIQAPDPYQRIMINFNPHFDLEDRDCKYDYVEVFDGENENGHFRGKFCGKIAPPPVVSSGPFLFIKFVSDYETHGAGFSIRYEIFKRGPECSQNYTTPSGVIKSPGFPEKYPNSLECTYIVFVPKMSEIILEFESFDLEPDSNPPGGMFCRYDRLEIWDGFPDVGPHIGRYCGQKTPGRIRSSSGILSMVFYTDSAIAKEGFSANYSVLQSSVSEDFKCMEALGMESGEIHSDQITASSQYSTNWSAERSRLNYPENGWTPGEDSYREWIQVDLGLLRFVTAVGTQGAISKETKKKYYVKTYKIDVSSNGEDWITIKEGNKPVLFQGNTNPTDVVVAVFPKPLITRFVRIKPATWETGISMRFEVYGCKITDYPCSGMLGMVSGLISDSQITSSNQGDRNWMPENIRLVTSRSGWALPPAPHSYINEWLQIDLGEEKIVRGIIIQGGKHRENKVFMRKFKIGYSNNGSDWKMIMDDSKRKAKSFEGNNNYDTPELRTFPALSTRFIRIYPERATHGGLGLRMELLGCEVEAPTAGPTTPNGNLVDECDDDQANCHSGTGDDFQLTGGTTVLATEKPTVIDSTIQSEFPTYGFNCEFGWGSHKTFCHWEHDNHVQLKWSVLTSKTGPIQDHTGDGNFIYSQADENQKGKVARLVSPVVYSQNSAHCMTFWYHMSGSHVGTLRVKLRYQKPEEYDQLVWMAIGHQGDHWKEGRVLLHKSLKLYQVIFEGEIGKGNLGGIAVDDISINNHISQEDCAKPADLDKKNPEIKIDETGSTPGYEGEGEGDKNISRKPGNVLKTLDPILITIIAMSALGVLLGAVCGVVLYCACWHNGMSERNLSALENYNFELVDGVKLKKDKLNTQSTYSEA
E coli Lon inh: inhibitors of E. coli Lon protease. P0A9M0. purified E. coli Lon protease, fluorescence polarization. inhibition, % at 7.94 µM. 360,000 compounds, 0.42% hits. AID 602123; in the data active means inhibition above about 13%, passing the limit was not always enough;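 further: 0% = enzyme with probe and DMSO and 100% = no enzyme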
Neddylation inh: blocks human cullin neddylation; P61081+Q13564; TR-FRET cullin neddylation, biochemical; calls only at 25 µM; 360,000 compounds, 0.58% hits; in the data active means inhibition above about 36%
bovine MsrA act: bovine methionine sulfoxide reductase A activation; purified bovine MsrA, absorbance read-out; activation, % at 10.6 µM; 360,000 compounds, 0.3% hits; in the data active means activation above about 7.5%;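 further: 0% = vehicle and 100% = reference activator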
Rin1 Abl inh: human Rin1-Abl interaction inhibition; inhibition, % at 7.35 µM; AID 588664; 360,000 compounds, 0.4% hits; P00519+Q13671; TR-FRET Rin1/Abl binding, biochemical; in the data active means inhibition above about 5%, passing the limit was not always enough
Numbers without * were called inactive; i = inactive; / = not tested or not shown.

Structure,MT1-MMP act inh,FAS-TE inh,SKN-1 inh,MsrA inhibitor,CendR NRP1 mod,E coli Lon inh,Neddylation inh,bovine MsrA act,Rin1 Abl inh
COc1ccc(CCN(C(=O)C(F)(F)F)C(C(=O)NC2CCCCC2)c2cccs2)cc1 (stereo not drawn),-17,38,6,-1.5,-5,6,i,1,2
O=C(NCN1CCN(c2ccccc2F)CC1)c1cccnc1,-2,-8,2,-0.2,-14,4,i,-1,-2
Cc1ccc(OC2=NS(=O)(=O)c3ccccc32)cc1,3,-10,-25,0.7,0,4,i,-6,5
Cc1c(Cl)cccc1N(CC(=O)NC1CCCCC1)S(C)(=O)=O,-3,8,11,0.6,9,-7,i,-1,-4
COc1ccc2c(C)cc(=O)oc2c1OCC(O)CN1CCOCC1 (stereo not drawn),6,1,11,2.1,9,0,/,-2,0
COc1ccc(C(C)=O)cc1CN1CCCCC1,11,2,4,-0.5,-9,-6,i,-3,0
O=C(c1ccc([N+](=O)[O-])cc1)N1CCSC1c1ccc(Cl)cc1 (stereo not drawn),-5,16,0,-0.1,6,-2,i,-4,3
COc1ccccc1CNS(=O)(=O)c1c(C)noc1C,2,-7,7,-1.1,7,-2,i,-5,2
CN1/C(=C/C2CC(=O)NC2=O)C(C)(C)c2ccccc21 (stereo not drawn),6,-9,25,-0.1,-14,0,i,-1,4
Cc1ccc(Nc2nc(NCC3CCCO3)nc(N)c2[N+](=O)[O-])cc1 (stereo not drawn),-2,7,-2,0.2,-2,4,i,-13,0
O=C(Nc1ccc2c(c1)OCO2)c1cc(-c2cccnc2)nc2ccccc12,1,-1,-2,2.2,5,0,i,-4,1
CC(C)c1nc2sc3c(=S)nc[nH]c3c2c2c1CCC2,0,3,9,-0.4,-3,10,i,-5,-21
c1ccc2c3c([nH]c2c1)C(C1CCCCC1)N(Cc1ncc[nH]1)CC3 (stereo not drawn),2,5,6,-1.1,13,8,i,-1,2
COc1cc(-c2cc3nc(NC4CCCCC4)ccn3n2)cc(OC)c1OC,20,9,6,0.6,4,1,/,-5,3
CCOc1ccc(CN(C)C(=O)CNC(=O)c2ccccc2)cc1,4,0,-23,-0.3,6,0,i,-8,0
CC(=O)OCC(=O)[C@@]1(O)CC[C@H]2[C@@H]3CCC4=CC(=O)C=C[C@]4(C)[C@@]3(Cl)[C@@H](Cl)C[C@@]21C,-1,-8,7,0.6,3,-5,i,4,-4
CCCC1(c2ccccc2)NC(=O)N(CC(=O)Nc2ccccc2C(F)(F)F)C1=O (stereo not drawn),-1,1,0,-1.0,2,-5,i,1,-1
CCN(Cc1ccncc1)C(=O)c1ccco1,1,-6,-21,-1.1,10,-6,i,-3,-1
CCCOc1ccc(F)cc1-c1cc(C(=O)NCc2ccc(C(F)(F)F)cc2)[nH]n1,-3,30,-8,/,1,-6,i,-4,2
O=C(NCC1CCCO1)c1ccc(Cl)c(S(=O)(=O)N2CCCCC2)c1 (stereo not drawn),1,-3,4,0.4,20,-8,i,-3,0
CCOC(=O)c1nc(NNC(C)=O)sc1C,-2,-11,7,-0.7,-2,-6,i,-2,-1
O=S(=O)(Nc1ccc(O)c(Sc2nc3ccccc3s2)c1)c1cccc2ccccc12,-8,17,9,-0.2,1,-4,i,-4,-2
CC(=O)Nc1cccc(C(=O)OCC(=O)Nc2c(C)nn(-c3ccccc3)c2C)c1,0,-6,3,0.9,-5,1,i,-3,2
COc1ccccc1N1CCN(C(c2ccc(N(C)C)cc2)c2nnnn2CCc2ccccc2)CC1 (stereo not drawn),2,24,22,-1.4,-9,-13,i,1,0
COc1ccc(N(CC(=O)N2CCN(c3ccccc3)CC2)S(=O)(=O)c2ccc(C)cc2)cc1,0,28,16,0.1,-2,-15,i,-1,0
Cc1onc(-c2ccccc2)c1C(=O)Nc1nc2c(s1)C(=O)CC(C)(C)C2,4,-4,40*,2.4,-1,7,i,-3,-3
CCCN(CC(=O)Nc1ccccc1C)C(=O)c1ccc(C(=O)c2ccccc2)cc1,2,2,7,-1.5,0,-6,i,0,-1
Cc1cccc(NC(=O)C2CCN(S(=O)(=O)c3ccc4c(c3)NC(=O)CO4)CC2)c1,2,-2,-6,-0.5,11,-1,i,-2,0
c1ccc(C2CCC(N3CCNCC3)CC2)cc1 (stereo not drawn),-10,-6,4,0.1,5,-2,i,2,0
O=C(NCc1cc2ccccc2[nH]1)C1CCC(=O)N(CC2CCCCC2)C1 (stereo not drawn),-1,-4,11,-0.1,-32,-20,i,-2,-3
Cc1ccc(C(=O)NCC(=O)OCC(=O)NC2CCS(=O)(=O)C2)cc1C (stereo not drawn),3,-7,-10,1.3,-8,-6,i,-8,4
CC1(c2ccccc2)CCC(=O)NC1 (stereo not drawn),5,-5,7,0.2,-4,-1,i,-1,2
Cc1cc(CNC[C@H]2O[C@@H](n3ccc(N)nc3=O)[C@H](O)[C@@H]2O)no1,1,-11,-5,0.8,-3,-3,i,-3,2
O=C(N/N=C/C=C/c1ccco1)c1cccs1,-7,-3,5,5.2*,-17,-10,i,-2,1
O=C(Nc1ccccn1)C1CCN(S(=O)(=O)c2ccc3ccccc3c2)CC1,4,16,14,-0.1,-6,-5,i,-1,-3
Cc1ccc(S(=O)(=O)N2CCN(C(=O)CN3CCOCC3)C2c2ccccc2)cc1 (stereo not drawn),7,-4,1,0.1,2,-2,i,-12,2
Cc1ccc2nc(CSc3nnc(-c4ccco4)o3)cc(=O)n2c1,0,-3,6,1.9,-7,10,i,0,2
COC(=O)CN(c1ccc(OC)cc1)S(=O)(=O)c1c(C)noc1C,8,-7,-4,-0.4,0,1,i,2,-2
CCOC(=O)c1ccc(/C=N/O)[n+](Cc2ccccc2)c1,1,-8,25,3.0,10,-12,i,-6,1
O=C(COC(=O)c1ccccc1Nc1ccc(SC(F)F)cc1)NC1CC1,0,14,15,-0.1,-1,3,i,-6,2
O=C(CCC(=O)N(c1ccc(F)cc1)C(C(=O)NC1CCCC1)c1ccncc1)Nc1cccnc1 (stereo not drawn),0,-3,-2,0.4,0,-3,i,-1,5
CC1(C)CNC(=O)c2sc(NC(=O)c3ccccc3Cl)nc2C1,1,0,7,1.1,4,-10,i,-3,3
Cc1ccc(CSc2nc(N)cc(=O)[nH]2)cc1,4,-4,0,0.1,4,-4,i,-2,3
Cc1ccc(S(=O)(=O)N2CCCCC2)cc1NC(=O)CCNC(=O)c1ccccc1,5,-6,0,-0.6,-4,-10,i,-3,0
Cc1ccc(C(=O)N/C(=C/C=C\c2ccccc2)C(=O)NCc2ccco2)cc1,-2,30,2,2.3,-8,-4,i,-6,2
C[C@@H](NC(=O)[C@@H]1CCCN1C(=O)OC(C)(C)C)c1ccccc1,2,-13,-3,0.6,-3,3,i,-7,/
CCCN(CCC)S(=O)(=O)c1ccc(C(=O)NNc2nc(-c3ccccc3)c3cc(Br)ccc3n2)cc1,-4,22,10,3.7,5,-7,i,-4,-1
COc1cc([N+](=O)[O-])ccc1NC(=O)Nn1cnnc1,-1,-9,-6,1.6,-6,3,i,-8,2
CN(CC(=O)NC1CCCC1)S(=O)(=O)c1cccc(Cl)c1,2,-6,16,-1.1,2,-10,i,-2,4
CC(C)CCn1nnnc1CN1CCN(c2ccc(F)cc2)CC1,5,0,6,0.6,-3,-5,i,-6,4
CC1CCN(S(=O)(=O)c2cc(C(=O)Nc3ccccn3)ccc2Br)CC1,-4,18,-2,-1.5,-3,-4,i,1,0
CCSC1(SCC)N=C(N)C2(C#N)C(c3ccccc3)NC(C)=C(C)C12C#N (stereo not drawn),5,-5,3,-0.2,-9,4,i,4,-1
O=C(c1cccc(S(=O)(=O)N2CCOCC2)c1)N1CCCc2ccccc21,2,-2,3,-0.3,-1,-4,i,-10,3
COc1ccc(OC)c(NC(=O)COC(=O)/C=C/c2ccc(Cl)cc2)c1,6,7,14,-0.7,9,-1,i,-2,2
C=CCNC(=O)C1CC1(c1ccc(C)cc1)c1ccc(C)cc1 (stereo not drawn),-3,4,4,-0.1,13,1,i,-2,-3
COC(=O)C1=C(C)N(Cc2ccccc2)C(=S)N[C@H]1c1cccc(C(F)(F)F)c1,-2,26,0,-0.2,18,-8,i,-3,3
O=C(NCCN1CCOCC1)c1cc(S(=O)(=O)NCCCN2CCCC2=O)ccc1Cl,4,-3,-7,1.4,12,40*,i,-2,2
COc1ccc(CN2CSC(=S)N(Cc3ccc(OC)cc3)C2)cc1,-3,28,-11,0.2,-6,8,i,-6,-2
CC(C)(C)c1ccc(OCc2ccc(C(=O)N/N=C/c3ccc([N+](=O)[O-])cc3)o2)cc1,-4,9,-9,-0.5,4,-1,i,-5,1
COc1cc(/C=N/NC(=O)c2ccccc2O)ccc1OC(=O)CC1SC(=O)NC1=O (stereo not drawn),8,-6,1,4.4,-8,-2,i,-9,-6

Continuation:
Structure,MT1-MMP act inh,FAS-TE inh,SKN-1 inh,MsrA inhibitor,CendR NRP1 mod,E coli Lon inh,Neddylation inh,bovine MsrA act,Rin1 Abl inh
CCOC(=O)Cn1c(N2CCCCCC2)nc2c1c(=O)[nH]c(=O)n2C,-1,-4,-18,-0.8,19,4,i,-8,-3
COc1ccc(Br)cc1S(=O)(=O)N1CC(C)OC(C)C1 (stereo not drawn),1,-6,0,1.2,-3,3,i,-5,0
Fc1cccc(CSc2nc3ccncc3[nH]2)c1,12,-7,-3,-0.3,0,3,i,-5,5
O=C(Cn1c2ccc(F)cc2c2nc3n(c(=O)c21)CCS3)Nc1ccccc1C(F)(F)F,-4,-7,4,0.1,-3,6,i,-3,-3
COc1ccc2cc1Oc1ccc(cc1)C[C@H]1c3c(cc4c(c3Oc3cc5c(cc3OC)CCN(C)[C@@H]5C2)OCO4)CCN1C,-6,7,4,1.1,-1,-8,i,-5,-3
O=C(CN(C(=O)Cn1nnc(-c2cccs2)n1)c1cnc2ccccc2c1)NCC1CCCO1 (stereo not drawn),4,-11,-1,-0.6,10,-3,i,-3,0
Cc1cccc(NC2=NC(=S)N(c3ccc(C(=O)O)cc3)C23CCCCC3)c1,2,-4,-8,0.8,-4,-15,i,-1,0
O=C(NCCC(c1ccccc1)c1ccccc1)c1ccc(Br)o1,-19,10,-16,-0.8,-8,-1,i,-13,-1
Cc1cccc(C(=O)NC(=S)Nc2ccc3[nH]c(=O)[nH]c3c2)c1,4,-3,0,-0.8,4,0,i,-2,2
CCn1ncc(C(=O)Nc2ccc([N+](=O)[O-])cc2OC)c1C,2,4,5,0.7,-4,-4,i,-4,0
CC(=O)Nc1cnc(NC(=O)c2cccc(F)c2)cc1C,2,-3,-1,0.9,4,6,i,0,-3
CNC(=O)CSc1nnnn1-c1cc(C)ccc1C,-13,4,-1,-0.4,1,-2,i,-4,1
CCN1CCN(S(=O)(=O)c2ccc(Cl)c(C(=O)Nc3ccccc3N3CCOCC3)c2)CC1,-1,-2,5,0.3,-10,-3,i,-1,1

An excerpt from above in order of the bovine MsrA act value, high to low:
Compound	MT1-MMP act inh	SKN-1 inh	MsrA inhibitor	CendR NRP1 mod	E coli Lon inh	Neddylation inh	bovine MsrA act	Rin1 Abl inh
CC(=O)Nc1cnc(NC(=O)c2cccc(F)c2)cc1C	2	-1	0.9	4	6	i	0	-3
COc1ccc2cc1Oc1ccc(cc1)C[C@H]1c3c(cc4c(c3Oc3cc5c(cc3OC)CCN(C)[C@@H]5C2)OCO4)CCN1C	-6	4	1.1	-1	-8	i	-5	-3
O=C(NCCC(c1ccccc1)c1ccccc1)c1ccc(Br)o1	-19	-16	-0.8	-8	-1	i	-13	-1

Screening data as filed in PubChem BioAssay.
